Source: PubChem
Avidin fluor – compound fluoresces at 488/530 nm on avidin beads; fluorescence (KMESF) at 10 µM; compound fluorescence 488/530 nm, flow cytometry; stronger effect = higher value; 0.38% of 220,000 active; AID 1775; in the data active = fluorescence above about 47; also: inactives centre near 10
Mcl1 Noxa PPI – Mcl-1/Noxa interaction inhibition; Q07820; TR-FRET Mcl-1/Noxa peptide binding, 2 h; inhibition, % at 21.7 µM; 1.5% of 220,000 active;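 active = compounds that cut the protein-peptide binding signal by more than 50% relative to plate controls in a single-dose test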;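 also: His-tagged Mcl-1 with rhodamine Noxa BH3 peptide and terbium anti-His antibody; 0% = Mcl-1 plus Noxa peptide wells and 100% = peptide-only wells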
ABCB1 block – blocks JC-1 efflux by human ABCB1 transporter | P08183 | CCRF-Adr cells, flow cytometry | inhibition, % at 6.6 µM | 0.067% of 190,000 active; in the data active = inhibition above about 40%;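 also: 0% = vehicle and 100% = reference inhibitor; higher value means more JC-1 retained so stronger ABCB1 efflux block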
Target sequence (P08183 whole entry, looked up): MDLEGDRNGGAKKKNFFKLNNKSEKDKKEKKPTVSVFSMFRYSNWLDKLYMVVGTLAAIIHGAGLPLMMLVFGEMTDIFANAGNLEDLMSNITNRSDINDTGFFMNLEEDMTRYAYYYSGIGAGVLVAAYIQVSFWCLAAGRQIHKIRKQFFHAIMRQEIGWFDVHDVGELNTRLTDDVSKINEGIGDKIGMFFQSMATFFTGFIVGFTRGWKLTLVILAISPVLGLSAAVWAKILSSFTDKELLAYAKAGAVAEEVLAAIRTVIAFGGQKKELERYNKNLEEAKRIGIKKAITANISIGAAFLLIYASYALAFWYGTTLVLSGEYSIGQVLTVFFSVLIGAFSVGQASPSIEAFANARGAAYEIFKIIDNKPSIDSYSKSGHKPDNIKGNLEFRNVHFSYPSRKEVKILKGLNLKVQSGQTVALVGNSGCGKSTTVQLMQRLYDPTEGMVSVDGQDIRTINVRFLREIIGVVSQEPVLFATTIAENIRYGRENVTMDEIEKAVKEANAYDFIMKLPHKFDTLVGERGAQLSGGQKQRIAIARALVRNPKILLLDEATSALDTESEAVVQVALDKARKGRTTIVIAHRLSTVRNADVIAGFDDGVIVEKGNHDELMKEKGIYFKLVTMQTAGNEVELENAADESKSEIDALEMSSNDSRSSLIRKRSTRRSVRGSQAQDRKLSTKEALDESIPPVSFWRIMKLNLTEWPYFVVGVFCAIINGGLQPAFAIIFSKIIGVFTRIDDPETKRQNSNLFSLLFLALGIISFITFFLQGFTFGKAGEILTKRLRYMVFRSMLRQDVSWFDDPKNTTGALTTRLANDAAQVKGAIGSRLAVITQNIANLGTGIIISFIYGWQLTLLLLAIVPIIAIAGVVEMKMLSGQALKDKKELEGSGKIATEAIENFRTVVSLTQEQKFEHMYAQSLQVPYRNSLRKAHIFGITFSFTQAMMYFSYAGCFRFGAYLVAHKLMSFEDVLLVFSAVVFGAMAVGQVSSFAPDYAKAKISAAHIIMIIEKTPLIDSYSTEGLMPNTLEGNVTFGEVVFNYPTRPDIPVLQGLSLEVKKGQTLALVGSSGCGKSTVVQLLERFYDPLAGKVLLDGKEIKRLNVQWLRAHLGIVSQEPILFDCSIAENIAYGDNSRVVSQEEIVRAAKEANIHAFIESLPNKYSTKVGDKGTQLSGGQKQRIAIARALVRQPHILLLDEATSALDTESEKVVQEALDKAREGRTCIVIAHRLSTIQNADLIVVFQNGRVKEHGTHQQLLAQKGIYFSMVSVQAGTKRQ
Rac1 wt GTP bind – alters GTP binding to wildtype human Rac1. P63000. AID 757. 0.27% of 190,000 active. GST-Rac1 beads, fluorescent GTP binding, flow cytometry; actives lie on both sides; 0 = cold GTP competed, 100 = untreated. GTP binding activity (% of control), % at 10 µM;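 active = GTP binding activity at least 20 points away from the 100% control level, either lower or higher; inconclusive = compound flagged as likely green fluorescent, judged across all proteins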
Cdc42 wt GTP – modulators (inhibitors or activators) of GTP binding to human Cdc42 wildtype. GST-Cdc42 beads, Bodipy-GTP binding, flow cytometry; actives lie on both sides. percent activity (GTP binding), % at 10 µM. 0.2% of 190,000 active. AID 761;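 active = percent activity GTP binding at least 20 points away from the 100% baseline, either down as inhibitor or up as activator; inconclusive = compound flagged as likely green fluorescent from well-wide comparison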;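 also: median bead fluorescence of bound Bodipy-FL-GTP at 100 nM; 0% = excess unlabeled GTP control and 100% = no compound control; below 100% means less GTP binding so inhibitor and above means activator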
Rac1 mut GTP – modulators of GTP binding to human Rac1 activated mutant; P63000; percent activity (GTP binding), % at 10 µM; GST-Rac1 activated beads, fluorescent GTP binding, flow cytometry; actives lie on both sides; 100% means binding = to untreated wells; 0.11% of 190,000 active;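 active = GTP binding at least 20 percentage points away from the 100% baseline, in either direction, so actives lie on both sides; inconclusive = Compound likely fluorescent itself, or too few beads counted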
Pf gametocyte – inhibitors of late stage P. falciparum gametocyte viability | P. falciparum stage V gametocytes, ATP luminescence, 24 h | inhibition, % at 10.9 µM | 0.065% of 150,000 active | AID 743093;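 active = inhibition above the mean plus 3 SD of compounds within the control limits, set per campaign, cut at about 38% in these data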;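 also: 0% = DMSO wells and 100% = medium only without gametocytes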
Rab2A wt mod – changes GTP binding to wildtype dog Rab2A, up or down; GST-Rab2 wt beads, Bodipy-GTP binding, flow cytometry; 0.19% of 190,000 active; GTP binding activity, % at 10 µM; AID 760;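 active = GTP binding activity at least 20 points away from 100%, either lowered or raised; inconclusive = signal likely due to the compound's own green fluorescence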;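 also: 0% = beads with excess unlabeled GTP and 100% = no-compound control corrected for plate trend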
HRas wt GTP – human HRas wildtype GTP binding, change in either direction; AID 759; GST-Ras wt beads, Bodipy-FL-GTP binding, flow cytometry; actives lie on both sides; 0.14% of 190,000 active; GTP binding activity, % at 10 µM; P01112;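 active = GTP binding activity at least 20% away from the 100% baseline, either lowered as inhibitor or raised as activator; inconclusive = flagged as likely green fluorescent, judged across all proteins in the well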;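 also: 0% = unlabeled GTP competition control and 100% = no-compound control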
Rab7 wt modul – alters GTP binding to wildtype dog Rab7; GST-Rab7 beads, fluorescent GTP binding, flow cytometry; actives lie on both sides; untreated = 100%, excess cold GTP = 0%; 0.055% of 190,000 active; GTP binding activity (percent of control), % at 10 µM;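 active = fluorescent GTP binding to Rab7 beads changed by at least 20 points from the 100% baseline, either direction, mostly lower; inconclusive = compound itself probably fluorescent, or too few beads counted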;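 also: median green fluorescence of bound Bodipy-FL-GTP per Rab7 bead population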
ABCG2 block – blocks JC-1 efflux by human ABCG2 transporter; 0.1% of 190,000 active; AID 1325; inhibition, % at 6.6 µM; IgMXP3 cells, flow cytometry; Q9UNQ0;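 active = inhibition above 80%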;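 also: 0% = DMSO and 100% = nicardipine control wells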
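Times: 10 min at 25 °C | Test system: Two drug-resistant human cell lines, ABCG2 and ABCB1 | Quantity: 3 million cells/mL final, two lines in 1:1 ratio | Signal: Flow cytometry, 530 nm JC-1 signal | Dosing: Compound at 6.6 µM | Controls: Nicardipine and DMSO wells | Reagent: JC-1 as fluorescent efflux pump substrate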
Starred values were filed as active, the others as inactive; ? = inconclusive; / = not tested or not shown.

SMILES	Avidin fluor	Mcl1 Noxa PPI	ABCB1 block	Rac1 wt GTP bind	Cdc42 wt GTP	Rac1 mut GTP	Pf gametocyte	Rab2A wt mod	HRas wt GTP	Rab7 wt modul	ABCG2 block
CCOC(=O)c1c(NC(=O)c2cc3n(n2)C(C(F)(F)F)CC(c2cccs2)N3)sc(C)c1C (stereo not given)	9	-7	-0.4	93	98	93	-12	87	89	90	-1
CCOc1ccc(N(CC(=O)NCc2cccs2)S(=O)(=O)c2c(C)noc2C)cc1	8	12	-1.9	107	103	99	/	98	102	102	-3
O=C(CN1CCN(Cc2ccccc2Cl)C1=O)NC1CCCCCCC1	6	16	0.7	110	105	101	-13	101	101	97	1
CN1CCN(C(=O)CCc2nc(-c3ccc(Cl)cc3)no2)CC1	10	2	-0.2	100	96	94	1	94	95	98	5
CCOC(=O)C1=C(Cc2ccc(F)cc2)C(=O)c2ccccc2C1=O	8	46	0.4	103	94	97	-5	99	97	99	3
O=C(NCCCN1CCCC1=O)c1ccc2c(=O)n(-c3ccc(F)cc3)c(=S)[nH]c2c1	25	7	-0.1	95	94	97	/	93	92	96	1
C=CCOC(=O)C1=C[C@@H](C2CCCCC2)C[C@@H](OCc2ccc(CO)cc2)O1	7	24	0.5	93	94	94	-22	92	94	93	4
Cc1cccc(C)c1Nc1nnc(SCc2cc([N+](=O)[O-])cc3c2OCOC3)s1	26	11	5.0	107	102	102	/	102	102	102	45
COc1ccc(CNC(=O)C2CCC(CNc3nc(=S)[nH]c4ccccc34)CC2)cc1 (stereo not given)	11	-19	-1.1	93	90	93	/	92	95	101	10
Cc1ccc2c(CSc3nc4nc(C)cc(C)n4n3)cc(=O)oc2c1	33	14	-0.1	95	96	92	/	92	93	92	0
COc1ccc(N2CCN(Cc3nc4c(c(=O)[nH]c(=O)n4C)n3CC(C)=O)CC2)cc1	24	0	0.0	105	106	101	/	103	102	100	5
O=C(O)c1c(NC(=O)c2cccc3ccccc23)sc2c1CCC2	11	28	0.1	104	104	99	25	100	103	100	1
COc1ccc(CN(CCC(c2ccccc2)c2ccc(OC(C)C)cc2)C(=O)CCl)cc1OC (stereo not given)	9	-16	3.5	103	101	98	/	99	98	97	11
C[C@H](NC(N)=O)C(=O)OCC(=O)Nc1ccc(OC(F)F)cc1	12	0	0.9	98	97	93	-14	98	99	103	5
Cn1c(=O)n(/N=C/c2ccccc2)c2ccccc21	15	9	0.4	103	100	98	7	99	101	101	23
O=C(NCC(=O)N(c1ccc(F)cc1)C(C(=O)NCC1CCCO1)c1ccccc1)c1ccco1 (stereo not given)	3	-1	0.4	92	96	96	/	92	93	92	1
COc1ccc(OCC(=O)N/N=C/c2ccc(N(C)C)cc2)cc1	8	18	0.0	100	101	96	-6	96	97	98	8
COc1ccccc1-c1nc2cc3ccccc3cc2nc1-c1ccccc1OC	11	5	6.6	100	97	98	5	97	97	101	31
CCC(=Nc1ccc(N)cc1)C1=C(O)C(C(=O)OC)C(C)(C)CC1=O (stereo not given)	6	16	0.3	106	105	100	/	98	101	98	1
Cc1cccc2sc(NC(=O)CNS(=O)(=O)c3ccc(Br)s3)nc12	7	13	0.2	99	101	98	-12	100	99	95	2
COc1ccc(N(CCC#N)S(=O)(=O)c2cccc3nsnc23)cc1	11	20	-1.6	107	104	102	-10	100	101	100	7
CC1=Nc2cc(C(=O)NCCCOC(C)C)ccc2Sc2ccccc21	10	10	2.0	100	96	97	-5	100	100	104	13
Cc1cc(C(=O)OCC(=O)N2CCN(c3ccccc3)CC2)c2ccccc2n1	14	30	1.1	101	99	97	/	102	102	101	3
Cc1ccc(C2/C(=C(/O)c3ccc(Br)cc3)C(=O)C(=O)N2Cc2ccco2)o1 (stereo not given)	7	26	0.1	95	96	96	/	98	96	93	6
CC(=O)Nc1ccc(S(=O)(=O)N2CCN(c3cccc(C)c3C)CC2)cc1	26	-3	1.0	105	103	99	/	104	103	103	4

(cont.)
SMILES	Avidin fluor	Mcl1 Noxa PPI	ABCB1 block	Rac1 wt GTP bind	Cdc42 wt GTP	Rac1 mut GTP	Pf gametocyte	Rab2A wt mod	HRas wt GTP	Rab7 wt modul	ABCG2 block
CC(=O)Nc1ccc(C(=O)CSc2nccc(=O)[nH]2)cc1	3	7	1.8	90	90	91	-18	93	95	98	5
N#C/C(=C\c1ccc(-c2ccccc2)cc1)c1nc(-c2ccco2)cs1	5	2	-1.1	100	96	98	21	94	96	99	-6
CCOC(=O)c1cc2c(=O)n3ccccc3nc2n(Cc2ccco2)c1=NC(=O)c1ccccc1OC	9	33	1.0	95	96	97	/	95	96	95	7
CCN1C(=O)/C(=C2\SC(=S)N(c3c(C)n(C)n(-c4ccccc4)c3=O)C2=O)c2ccccc21	11	/	1.7	91	94	92	/	93	94	93	1
CCOC(=O)C1C(=O)NC(N2CCc3ccccc32)=NC1c1ccccc1 (stereo not given)	10	-16	0.1	101	101	99	-6	103	103	101	1
O=C(COC(=O)C1(c2ccc(F)cc2)CCCC1)NCc1ccc2c(c1)OCO2	13	8	0.8	104	104	101	-40	103	102	98	1
O=C(OCCN1CCOCC1)c1ccc2c(c1)OCCO2	13	-1	0.4	95	99	94	/	95	98	95	1
Cc1c(NC(=S)NC(=O)c2ccc(-c3ccc(Cl)cc3)o2)cccc1C(=O)O	12	39	-0.3	96	100	99	0	96	96	101	0
COCCCNC(=O)c1cn(Cc2c(F)cccc2Cl)nn1	7	17	0.5	98	98	97	/	96	99	94	5
Cc1cc(NC(=O)/C(C#N)=C/c2ccc(-c3ccc(SC(F)F)cc3)o2)n(-c2ccccc2)n1	4	25	-1.3	?	?	?	/	?	?	?	-17
O=C(NCCO)/C(=C\c1ccc2c(c1)OCO2)NC(=O)c1ccc(Br)cc1	14	-6	0.0	105	104	98	/	101	103	103	-4
Cn1ccnc1C1CCCCN1Cc1nc(-c2ccc(Cl)cc2)no1 (stereo not given)	8	-15	1.1	97	97	94	-21	96	95	96	2
CCCCn1nnc(NC(=O)COc2ccc(Cl)c(C)c2)n1	8	1	0.1	107	104	97	/	101	102	102	5
Cc1ccc(C(C)C)cc1OCCCCN1CCCC1	13	29	0.4	102	96	100	/	98	100	99	2
C/C=C/c1ccc(OCC(=O)Nc2ccc(OC)c(OC)c2)c(OC)c1	11	7	2.6	97	97	95	-26	97	97	94	40
CC1(C)CC(=O)C(C=NCc2ccc3c(c2)OCO3)=C(O)C1	10	-10	0.5	108	104	100	/	102	102	103	0
Nc1cc(=O)[nH]c(SCC(=O)N2CCCc3ccccc32)n1	4	-16	2.4	105	104	98	1	101	101	102	4
N#C/C(=C\c1coc2ccccc2c1=O)C(N)=S	24	22	-0.6	99	99	97	/	98	97	105	-2
CCn1c(SCC(=O)N/N=C(\C)c2ccncc2)nnc1-c1ccccc1	22	0	0.6	105	100	100	-3	99	100	100	2
COC(=O)c1ccc(C(=O)OC)c(NC(=O)CN(C)Cc2ccccc2)c1	14	-8	2.8	108	101	100	1	100	101	105	6
CCn1c(SCC(=O)Nc2nnc(C)s2)nc2c(c1=O)SC(C)C2 (stereo not given)	6	-2	1.2	100	99	99	/	100	100	98	5
CCOc1ccc(S(=O)(=O)n2ccc(C)n2)c2ccccc12	1	15	1.7	105	104	100	10	103	104	103	6
O=C(CCSc1nnc(-c2ccncc2)o1)Nc1ccc(F)cc1	30	19	1.4	96	96	96	36	98	96	96	60
Cc1cccc(C)c1NC(=O)CSc1nc(C)c(CC(=O)c2ccc(Br)cc2)c(C)c1C#N	17	-183	0.1	98	98	100	/	100	101	99	0
N#CC(/C(=N/S(=O)(=O)c1cccs1)c1ccccc1)c1nc2ccccc2[nH]1 (stereo not given)	6	-72	0.9	109	105	100	/	98	101	98	10

New compounds follow.
SMILES	Avidin fluor	Mcl1 Noxa PPI	ABCB1 block	Rac1 wt GTP bind	Cdc42 wt GTP	Rac1 mut GTP	Pf gametocyte	Rab2A wt mod	HRas wt GTP	Rab7 wt modul	ABCG2 block
O=C(c1cccs1)N1C(=O)c2cccc3cccc1c23	10	-5	0.2	100	97	96	5	101	99	105	11
CCOc1ccc(C(Nc2ccc(C)cc2)P2(=O)OCC(C)(C)CO2)cc1 (stereo not given)	3	2	0.2	109	109	103	/	108	106	99	1
COc1cccc(-c2csc3nnc(SCC(=O)NCc4cccs4)n23)c1	10	16	1.0	110	105	101	/	106	103	103	5
Cc1ccc(NC(=S)NC(CO)C(O)c2ccc([N+](=O)[O-])cc2)cc1 (stereo not given)	9	26	0.4	99	97	95	7	97	96	94	6
O=C(NCCCCCCNC(=O)OC1CCS(=O)(=O)C1)OC1CCS(=O)(=O)C1 (stereo not given)	8	-5	-0.1	110	107	100	/	101	103	102	0
CC(=O)CSc1nnc(NC(=O)CCc2ccccc2)s1	28	-5	0.7	109	102	100	24	105	102	101	23
Cc1cc(N2C(=O)C(O)=C(C(=O)c3cccs3)C2c2cccc(O)c2)no1 (stereo not given)	29	7	0.4	94	95	95	/	95	96	92	1
CCCC1=[N+](CC(=O)c2ccccc2)CCn2cccc21	11	-1	0.3	106	102	101	10	102	103	101	2
Cc1ccc(S(=O)(=O)NN2C(=O)c3ccccc3NC2(C)C)cc1	14	16	0.2	99	96	102	10	103	101	99	2
O=C(c1ccccc1)c1c[nH]c(C(=O)C(Cl)(Cl)Cl)c1	12	13	-1.2	97	98	94	/	98	96	95	-4
COc1ccc(Cl)cc1S(=O)(=O)N1CCCC1	/	8	-0.1	107	106	103	/	102	103	101	1
CC(=O)c1c(C)[nH]c(C(=O)OCC(=O)NCCC(C)C)c1C	13	37	1.1	95	92	92	-9	96	95	95	14
Cc1ccc(N2CC(C(=O)N3CCCc4ccccc43)CC2=O)cc1 (stereo not given)	11	7	1.9	95	98	97	-6	96	96	94	7
Nc1ccc(-c2ccc(C(=O)O)s2)cn1	5	0	0.7	99	97	98	-2	100	98	103	5
C/C(N)=C(/C#N)C(=O)COC(=O)C(NS(=O)(=O)c1ccc(Cl)cc1)C(C)O (stereo not given)	34	6	0.1	106	105	100	/	104	103	99	2
Cc1ccc(-n2[nH]c(C)c(C=Nc3ccc(S(=O)(=O)Nc4nccs4)cc3)c2=O)c(C)c1	10	-2	-0.3	99	95	95	/	95	95	96	-1
Cc1cc(C)c(S(=O)(=O)Nc2ccc(O)c(Sc3ncn[nH]3)c2)c(C)c1	1	48	-0.4	101	100	99	-16	93	97	98	-4
